From PubChem
LDHA inh: qHTS assay for inhibitors of human lactate dehydrogenase | L-lactate dehydrogenase A chain (Homo sapiens), P00338 | purified LDHA, NADH/diaphorase-resazurin fluorescence; active compounds read low | activity change, % (values are at about 110 or 230 µM) | 480,000 compounds, 0.15% hits | AID 1347041, 2019; in the data active means activity change below about -30%;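 further: plate controls were DMSO wells for no effect and wells without enzyme for full effect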
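Enzyme activity of human lactate dehydrogenase 5 (2 nM; 0.06 mM NADH, 0.2 mM pyruvate, 5 min, RT) is measured via a resazurin/diaphorase fluorescence readout of residual NADH.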
Starred values were filed as active, the others as inactive; & = joins results of further samples. Only part of the results is shown, so the mix of outcomes need not match the whole.

Start of the data: the first 4 entries, to show the layout:
smiles | LDHA inh
CC1(C)CC(=O)C2=C(C1)Nc1nonc1NC2c1ccc(Cl)cc1 (configuration not stated) | -4
Cn1c(=O)c2c(ncn2CCC(=O)Nc2cccc(F)c2)n(C)c1=O | 5
O=C1OC2C3CC(C2Sc2ccccc2)C(C(=O)O)C13 (configuration not stated) | 0
O=C(Nc1cc(Cl)cc(Cl)c1)C1CC(=O)N(C2CCCCC2)C1 (configuration not stated) | 0

This part in full (from the top)
smiles | LDHA inh
CC1(C)CC(=O)C2=C(C1)Nc1nonc1NC2c1ccc(Cl)cc1 (configuration not stated) | -4
Cn1c(=O)c2c(ncn2CCC(=O)Nc2cccc(F)c2)n(C)c1=O | 5
O=C1OC2C3CC(C2Sc2ccccc2)C(C(=O)O)C13 (configuration not stated) | 0
O=C(Nc1cc(Cl)cc(Cl)c1)C1CC(=O)N(C2CCCCC2)C1 (configuration not stated) | 0
COc1ccc2c(c1)CC/C(=C\c1ccccc1Br)C2=O | -1&1
CCOC(=O)c1c(C)[nH]c(C(=O)COc2ncnc3sc4c(c23)CCC4)c1C | -6
NNc1ccc(S(N)(=O)=O)cc1[N+](=O)[O-] | 9
Cc1ccc(Cl)cc1NC(=O)CSc1ncnc2ccccc12 | 5
CC(c1ccccc1)N(C)C(=O)COC(=O)c1c[nH]c2ccccc12 (configuration not stated) | -4
CC(=O)c1ccccc1NC(=O)c1ccccc1-c1ccccc1 | 4
CCOC(=O)c1cc(NC(=O)c2cccc(-c3cc4ccccc4oc3=O)c2)ccc1N1CCOCC1 | 5
CCN(CC)CCCNc1oc(-c2cccc(C)c2)nc1C#N | 12
O=C(O)C1CCCN1/C=C/C(=O)C(F)(F)F (configuration not stated) | 9
O=C(CSc1nnc(Nc2ccccc2)s1)c1ccc(Br)s1 | -2
COc1cc2c(cc1C(C)=O)C1CCC3(C)C(OC(C)=O)CCC3C1CC2 (configuration not stated) | 6

Later entries
smiles | LDHA inh
Nc1nccnc1C(=O)NCc1ccnc(Oc2ccc(F)cc2)c1 | -17
NC(=O)c1ccc(COC(=O)c2ccc(Cl)cc2)cc1 | 8
CC(C)Cc1nnc(C(=O)Nc2ccc(C(=O)NCCN3CCCCC3C)cc2)s1 (configuration not stated) | -2
O=S(=O)(Cc1ccccc1Cl)N1CCc2ccccc21 | -8
CCN(C(=O)c1csc(-c2ccco2)n1)C1CC1 | 4
CCN1CCN(C(C(=O)O)c2c[nH]c3cc(NC(=O)CCC(=O)O)ccc23)CC1 (configuration not stated) | 16
COC(=O)c1cccc(COC(=O)C2Cc3ccccc3C(=O)O2)c1 (configuration not stated) | 9
COc1cccc(NC(=O)Cn2nc(N3CCN(c4cccc(Cl)c4)CC3)ccc2=O)c1 | 5
Fc1cccc(Cl)c1CSc1nc2ncccc2o1 | 12
CCOc1cc(C(=O)Nc2c(NC3CCCCC3)c3ccccc3oc2=O)cc(OCC)c1OCC | 3
Nc1ccc(/C=C/c2ccccc2)cc1 | 7
COCCn1c(-c2cccc(OC)c2)cnc1NC(=O)NCCc1ccccc1 | -1
Cc1cc(C(=O)CSc2nnc(COc3ccccc3Cl)n2C)c(C)n1CC(F)(F)F | -2
CC(=O)c1cccc(S(=O)(=O)NCc2c(C)nn(Cc3ccccc3)c2C)c1 | 4
O=C(Nc1c(-c2ccccc2)[nH][nH]c1=O)c1ccc(-c2ccccc2)cc1 | 11

Compounds above that contain a CF3 group:
smiles | LDHA inh
O=C(O)C1CCCN1/C=C/C(=O)C(F)(F)F (configuration not stated) | 9
Cc1cc(C(=O)CSc2nnc(COc3ccccc3Cl)n2C)c(C)n1CC(F)(F)F | -2

New compounds follow
smiles | LDHA inh
O=C(CN1CCN(Cc2nc3ccsc3c(=O)[nH]2)CC1)NC1CC1 | 4
CC(C)(C)C1CCN2CCC[C@](c3ccccc3)(C1)C2OCCCO (some centres not stated) | 2
CC(c1nc2ccccc2s1)N(C)C(=O)c1cccc(S(=O)(=O)Nc2ccccc2F)c1 (configuration not stated) | -15
C=C(Br)COc1ccccc1C(N)=O | 5
Cc1c(C(=O)OCc2ccccc2C#N)oc2ccccc12 | 9
COc1cc(C(=O)N2N=C(C)CC2(O)C(F)(F)F)ccc1OC(F)F (configuration not stated) | -3
Brc1ccc(COc2ccc(-n3cnnn3)cc2)cc1 | 8
Brc1ccc(-c2noc(-c3cc(-c4ccco4)n[nH]3)n2)cc1 | 1
Cc1ccc(CCNC(=O)c2cccn2-c2nnc(N3CCCCC3)s2)cc1 | -9
COCCNC(=O)C1C(=O)Nc2ccccc2C(=O)N1Cc1ccccc1 (configuration not stated) | -9
Cc1ccc(-c2nsc(NC(=O)c3oc4ccc(F)cc4c3C)n2)s1 | -5
O=C(CCCC(=O)OCC(=O)c1ccc([N+](=O)[O-])cc1)Nc1cc(C(F)(F)F)ccc1Cl | 6
CC(CCc1ccccc1)NC(=O)C1(C#N)CCCC1 (configuration not stated) | -2
O=C(CCc1c[nH]c2ccccc12)NC1CCN(C2CC2)CC1 | 16
CC(NCc1ccccn1)C12CC3CC(CC(C3)C1)C2 (configuration not stated) | -6

Later entries:
smiles | LDHA inh
OCCC#CCN1CCCCC1 | 2
CC(=O)Nc1ccc(NC(=O)COC(=O)c2cc(=O)[nH]c3ccccc23)cc1 | 9
CC(C)OC(=O)c1cc(NS(=O)(=O)c2ccc3ccccc3c2)cc(C(=O)OC(C)C)c1 | -8
CCCC(=O)Nc1cccc(NC(=O)c2cccc3c(Br)cccc23)c1 | -18
COc1ccc2oc(=O)c(-c3nc(-c4ccccc4Cl)no3)cc2c1 | -17
O=C(CCc1ncc(-c2ccccc2Cl)o1)N1CCN(S(=O)(=O)c2ccccc2)CC1 | -11
CC(=O)c1cc(Cl)cc(Cl)c1OCc1ccccc1 | 0
COc1cc(C2CC(=O)Nc3c(-c4ccccc4)nsc32)c(OC)c2c1OCO2 (configuration not stated) | -8
COc1ccc(C2=CC(c3c(F)cccc3Cl)n3nnnc3N2)cc1 (configuration not stated) | 2
Cc1ccc(-c2nc(CC(=O)NCc3ccc(Cl)cc3)cs2)o1 | 0
COC(=O)[C@]12CCCCC=C1N(Cc1cccc3ccccc13)C(=O)[C@H](CC(=O)NCC1CCCCC1)C2 | 0
CSc1nc(=O)c2c(n1C)NC(=O)CC2c1ccc2c(c1)OCO2 (configuration not stated) | 7
CC(C)C(=O)Nc1ccc(NC(=O)CCCC(=O)O)cc1 | -6
O=C(CCCc1ccccc1)Nc1cc(C(F)(F)F)ccc1Cl | 3
Fc1ccccc1-c1ccc(-c2nn3c(-c4ccco4)nnc3s2)o1 | -4

Next section:
smiles | LDHA inh
COc1ccccc1/C=N\O | -3
CC(=O)Oc1ccc2c(C)c(CC(=O)Nc3ccc4c(c3)OCCO4)c(=O)oc2c1 | 4
Cc1ccc(-c2cc(=O)c3ccc4ccccc4c3o2)cc1 | 13
COC(=O)C[C@@H]1CC[C@@H](NC(=O)C2CCC2)[C@@H](CO)O1 | -2
Cc1ccc(C(=O)Nc2nc3ccc(S(=O)(=O)N(C)C)cc3s2)cc1C | -12
COc1cc(-c2nc3ccccn3c2Nc2ccc3c(c2)OCO3)cc(OC)c1O | 92
COc1cc(/C=C(/C#N)c2ccc(Cl)cc2)cc(Cl)c1OCc1ccccc1C#N | -3
CC(NC(=O)c1ccc2c(c1)NC(=O)CS2)c1ccc2c(c1)OCCO2 (configuration not stated) | -8
COc1ccc(C2=Nc3ccccc3N(C(=O)c3ccc4c(c3)OCO4)C2C(=O)Nc2c(C)cccc2C)cc1 (configuration not stated) | -1
CCC(NC(=O)C1CCN(C(=O)c2cccc3ccccc23)CC1)c1ccc(Cl)cc1 (configuration not stated) | -2
Cc1cc2cc(NS(=O)(=O)c3ccccc3)ccc2[nH]1 | -1
Cc1ccc(-c2cc(C(=O)NCCNC(=O)c3ccco3)c3ccccc3n2)c(C)c1 | 3
C[C@H](c1ccccc1)N1C[C@H](COCc2ccccc2)Oc2cc(N3CCC[C@H]3CO)ccc2S1(=O)=O | -9
N#Cc1cc(C(=O)c2cc(Cl)ccc2O)cn(C2CCCCC2)c1=O | -20
O=C(OCC#CCSc1nnc(-c2cccc3ccccc23)o1)c1ccc(C(F)(F)F)cc1 | -2

The results go on.
smiles | LDHA inh
Clc1cccc(-c2csc(NC3CC3)n2)c1 | -25
CCOCCCNC(=O)COc1ccc2c(=O)c(-c3ccc(Cl)cc3)c(C)oc2c1 | 2
CCONC(=O)C(C)Oc1cccc(C)c1C (configuration not stated) | -11
O=C(NCCc1cccnc1)c1ccccc1F | 0
CCNS(=O)(=O)c1cccc(C(=O)OCc2nc3ccccc3nc2C)c1 | -9
CC(=O)N[C@@H](Cc1c[nH]c2ccccc12)C(=O)N1CCC(C)CC1 | -11
CN(Cc1ccccc1)C(=O)NC1CCCC(C(F)(F)F)C1 (configuration not stated) | 10
Cc1cccc(CNC(C)CN2CCCCC2)c1 (configuration not stated) | 0
COc1ccc(-c2nnc(SCC(=O)Nc3cc(OC)cc(OC)c3)[nH]c2=O)cc1 | 6
CC12CC3CC(C)(C1)CC(C(=O)NC(C)(C)CO)(C3)C2 | 0
COc1ccc(-c2ccn[nH]2)cc1 | -24
Cc1ccc(CN(C)C(=O)CSc2nc3ccccc3o2)o1 | -3
CC(=O)c1ccc(SCC(=O)Nc2ccc(N3CCCC3=O)c(C)c2)c(F)c1 | 1
Cc1ccc(NC(=O)NCc2c(C)nn(C)c2C)c(C)c1 | 7
O=C(COc1ccc(OCc2ccccc2)cc1)OCC(=O)c1cc2ccccc2o1 | 4

Other entries follow:
smiles | LDHA inh
Cc1ccc2oc(C(=O)N3CCC(c4nc5ccccc5o4)CC3)c(C)c2c1 | 17
Cc1cc(S(=O)(=O)Nc2c(NC3CCCC3)c3ccccc3oc2=O)ccc1F | 0
CCC(C(=O)Nc1sccc1C#N)c1ccccc1 (configuration not stated) | 3
O=C(Nc1ccc(Cl)cc1)Nc1ccc(Cc2ccncc2)cc1 | 4
Cc1ccccc1OCc1ccc(-c2nc(C#N)c(NC3CC3)o2)o1 | 1
Cc1ccc(NC(=O)CN2CCN(C(=O)CN(C)Cc3cnn(-c4ccccc4)c3)CC2)cc1 | 11
CCOc1ccc2nc(NC(=O)c3nc(SCC)ncc3Cl)sc2c1 | 6
Cc1cc(C)n2c(Nc3ccc4c(c3)OCCO4)c(-c3ccccn3)nc2n1 | 8
CCC(NC(=O)CCc1ccsc1)c1ccccc1OC (configuration not stated) | 2
Cn1nc(C(=O)OC2CCCCC2=O)c2ccccc2c1=O (configuration not stated) | 5
O=C(O)CCS(=O)(=O)Nc1ccccc1 | -5
Clc1ccccc1-c1csc(NC2CC2)n1 | 4
COc1ccc(OCC(=O)Nc2cc(-c3nc4ccc(C)cc4o3)ccc2C)cc1 | -5
Cc1ccc2oc(C(=O)NCCc3ccc(S(N)(=O)=O)cc3)cc(=O)c2c1 | 4
Cc1ccc(/C=C/C(=O)NCc2ccco2)cc1 | 1

Next part
smiles | LDHA inh
COc1ccc(S(=O)(=O)Nc2nc3ccccc3nc2NCc2ccccc2OC)cc1 | -5
COc1ccccc1C(=O)Oc1ccc(F)cc1C(=O)/C=C/c1ccc(Cl)cc1 | 2
CC1=CC(C)C(C2OCC3(CO2)C(C)C=C(C)CC3C)C(C)C1 (configuration not stated) | 0
Cn1c(C(=O)N2CCN(C(=O)c3ccccc3F)CC2)cc2ccccc21 | -4
CC(=O)N1CCN(C(C(=O)O)c2c[nH]c3ccc(NC(=O)C(C)C)cc23)CC1 (configuration not stated) | 10
CCc1noc2ncnc(N3CCCC(C(=O)NCCc4ccc(SC)cc4)C3)c12 (configuration not stated) | 2
Cc1ccc(-c2cnn3c(N4CCN(CCO)CC4)cc(C)nc23)cc1 | -1
Cc1cccc(C)c1NC(=O)CN1CCC(C(=O)N2CCCCCC2)CC1 | 14
C1CCC(CNCCN2CCNCC2)CC1 | -18
COc1ccc(-n2c(SCC(=O)Nc3cc(Cl)ccc3OC)nc3c(c2=O)SCC3)cc1 | -1
Cc1ccc2cc(C)c(Nc3cccc(C)c3C)nc2c1 | 10
CN(C)CC(NS(=O)(=O)c1ccccc1F)c1ccccc1 (configuration not stated) | 11
CC1(C)C(c2ccccc2)[N+](=O)C(c2ccccc2)=C(c2ccccc2)N1[O-] (configuration not stated) | 2
Cc1cccc(Cc2cnc(NC(=O)c3nn(C)c(=O)c4ccccc34)s2)c1 | 9
O=C(NCc1ccccn1)[C@@H]1CCCN1C(=O)[C@@H]1CCCN1C(=O)c1cccc(Cl)c1 | -1

More entries follow:
smiles | LDHA inh
CCc1ccccc1NC(=O)Cn1c(=O)n(-c2ccc(CC(=O)NC3CC3)cc2)c(=O)c2ccccc21 | 7
O=C(Nc1cc(-c2cccc(F)c2)no1)c1noc2c1COc1ccccc1-2 | -4
O=S(=O)(c1c(F)cccc1F)N1CCN(S(=O)(=O)c2c(F)cccc2F)CC1 | -7&-2
CCNC(=O)Cc1ccc(S(=O)(=O)N2CCCCC2)cc1 | -18
CC(NC(=O)c1ccc2c(c1)NC(=O)CCS2)c1ccncc1 (configuration not stated) | 2
Cc1ccc(C2C(C#N)=C(SCC(=O)Nc3cccc(C)c3C)NC3=C2C(=O)CCC3)o1 (configuration not stated) | 2
CCCCNc1nnc(SCc2ncc(-c3ccccc3)o2)s1 | -5
CCCOc1ccc(-c2cc(C(=O)OC)c3ccccc3n2)cc1 | -6
Cc1cc(C)c(NC(=O)CC2(C(=O)O)CCCC2)c(C)c1 | 6
CC(C)CCOc1cccc(N)c1 | 9
CCCn1c(-n2nc(C)cc2C)nc2c1c(=O)n(Cc1cccc3ccccc13)c(=O)n2C | -1
CCOc1cc(/C=C/C(=O)c2ccc(OC(F)F)cc2)cc(Cl)c1OC | 6
CC(C(=O)Nc1ccccc1OC(F)F)N(C)CC(=O)Nc1ccc(F)cc1 (configuration not stated) | 9
O=C(c1ccccc1SCc1cn2ccccc2n1)N1CCN(c2nccs2)CC1 | -12
NCc1cnccn1 | 19
